# Screens from PubChem BioAssay.
# pAkt inh: blocks phosphorylation of Akt. Neuro2A IGF-stimulated pAkt S473 HTRF, 20 min; active compounds read low. activity change, % for hits at 50 µM. hit rate 0.32% among 360,000. AID 651550; in the data active means activity change below about -80%; inconclusive means mostly about -51% to -80%; further: on the % scale 0 is the no-effect control and ±100 the full control effect
#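 Single-point screen (50 µM final compound) in Neuro2A cells stimulated 20 min with 6 nM IGF at 37 deg C. After lysis, Ser473-phosphorylated Akt read by HTRF (ex 330 nm, em 615/665 nm) as the 665/615 ratio.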
# GLP1R ag: GLP-1 receptor (human) agonism | P43220 | hit rate 0.007% among 380,000 | HEK293 GLP-1R CRE-luciferase, luminescence, 4-6 h; cells express a hypersensitive GLP-1R form | AID 624172 | Potency, µM (doses to about 45.6 µM), inactives show top-dose activation, most hits filed as activators; further: potency means the concentration at half of the fitted maximal effect; % of control where 0% means no effect
# Target sequence (P43220 whole entry, looked up): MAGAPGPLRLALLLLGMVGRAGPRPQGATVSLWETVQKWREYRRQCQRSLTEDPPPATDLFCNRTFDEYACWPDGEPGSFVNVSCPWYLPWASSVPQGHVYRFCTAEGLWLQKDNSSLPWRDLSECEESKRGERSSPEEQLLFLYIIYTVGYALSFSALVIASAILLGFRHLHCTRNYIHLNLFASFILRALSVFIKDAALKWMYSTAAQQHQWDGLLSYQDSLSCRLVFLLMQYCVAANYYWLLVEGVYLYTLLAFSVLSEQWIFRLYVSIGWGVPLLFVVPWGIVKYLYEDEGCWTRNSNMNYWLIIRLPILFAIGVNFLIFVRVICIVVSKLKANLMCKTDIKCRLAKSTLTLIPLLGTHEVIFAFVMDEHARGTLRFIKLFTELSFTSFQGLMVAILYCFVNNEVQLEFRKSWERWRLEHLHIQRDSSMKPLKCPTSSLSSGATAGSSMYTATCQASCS
# D3 antag: blocks the human D3 dopamine receptor | P35462 | D3R cells, DiscoveRx beta-arrestin luminescence, antagonist mode; active compounds read low | max response, negative = inhibition, % | hit rate 2.5% among 360,000 | AID 652054; in the data active means max response below about -50%; inconclusive means no clear call, values can overlap the other calls; further: on the % scale 0 is the no-effect control and ±100 the full control effect; mostly tested at two doses, the higher about 12 µM
#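 Cells expressing the human receptor were seeded at 1500 cells/well, incubated overnight at 37 degrees C in 5% CO2, then exposed to library compounds with dopamine controls for 90 minutes at 37 degrees C before luminescent detection.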
# aSyn rescue: rescues yeast growth from alpha-synuclein toxicity; Yeast expressing alpha-synuclein, growth rescue, BacTiter-Glo, 24 h; hit rate 0.14% among 370,000; Potency, µM (series often up to 46.1 µM), for the others: at the highest dose growth rescue (activation), hits mostly activators; further: potency means the concentration at half of the fitted maximal effect; % of control where 0% means no effect; nearly all actives have a fitted effect of over 65% in size
#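 Rescue of yeast growth: cells expressing toxic alpha-synuclein, induced in galactose at OD600 0.02, incubated with compound 24 h at 30 C. ATP luminescence quantified growth; inhibitors of toxicity appear as activators.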
# GLP1R inv ag: acts as inverse agonist at human GLP-1 receptor; P43220; HEK293 GLP-1R CRE-luciferase, luminescence, 24 h; GLP-1R form is constitutively active; Potency, µM (titrated, usually from 38.3 µM), for the others: at the highest dose activity change, negative = inhibition, hits mostly inhibitors; hit rate 1.6% among 410,000; AID 624417; further: potency means the concentration at half of the fitted maximal effect; on the % scale 0 is the no-effect control and ±100 the full control effect; nearly all actives have a fitted effect of over 55% in size
#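 Inverse agonists were sought by their lowering of basal cAMP reporter luciferase output in HEK293 cells stably carrying constitutively active human GLP-1R, after 24 h compound treatment.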
# PTHR1 agonist: activates the human parathyroid hormone receptor PTHR1. HEK293 GP2 PTHR1 cells, GloSensor cAMP luminescence, 1 h. Potency, µM (highest dose often 115 µM), inactives show top-dose activation, most hits filed as activators. hit rate 0.075% among 410,000. AID 743266; further: potency means the concentration at half of the fitted maximal effect; nearly all actives have a fitted effect of over 55% in size; some results filed as inactive show a strong effect at the top dose; inactives centre near -15; many of its hits are not listed in these tables
# Target sequence (Q03431 whole entry, looked up): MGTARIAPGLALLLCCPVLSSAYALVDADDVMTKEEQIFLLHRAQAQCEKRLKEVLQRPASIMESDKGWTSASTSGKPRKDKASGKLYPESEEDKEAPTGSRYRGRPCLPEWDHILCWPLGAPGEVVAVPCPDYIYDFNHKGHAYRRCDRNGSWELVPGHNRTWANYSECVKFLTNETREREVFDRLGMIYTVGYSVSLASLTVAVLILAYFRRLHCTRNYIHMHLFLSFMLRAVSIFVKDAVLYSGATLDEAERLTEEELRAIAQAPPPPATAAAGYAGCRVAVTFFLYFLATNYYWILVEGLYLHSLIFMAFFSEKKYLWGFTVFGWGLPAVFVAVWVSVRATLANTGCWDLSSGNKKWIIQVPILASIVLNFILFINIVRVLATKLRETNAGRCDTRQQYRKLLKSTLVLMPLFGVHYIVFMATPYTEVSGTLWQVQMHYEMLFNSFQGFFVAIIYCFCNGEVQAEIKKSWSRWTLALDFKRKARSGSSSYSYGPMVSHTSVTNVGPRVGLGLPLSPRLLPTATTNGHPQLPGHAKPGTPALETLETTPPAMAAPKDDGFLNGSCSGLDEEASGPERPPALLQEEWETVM
#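 HEK-293-derived GP2 cells expressing PTHR1 and a GloSensor cAMP reporter, 3,000/well, plated overnight, given luciferin plus IBMX (each 0.5 mM as added) for 1 h at 37 °C, then compound for 1 h at 37 °C. Luminescence was read after 15 min at room temperature.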
# TDP-43 yeast inh: rescues yeast growth from TDP-43 toxicity; Potency, µM (top dose mostly 46.1 µM), for the others: top-dose growth rescue (activation), usual class: activators; hit rate 1.8% among 410,000; TDP-43 expressing yeast growth rescue, BacTiter-Glo, 24 h; further: potency means the concentration at half of the fitted maximal effect; % of control where 0% means no effect; nearly all actives have a fitted effect of over 50% in size
#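 Readout is BacTiter-Glo luminescence of cell growth, so inhibitors register as activators. TDP-43-expressing yeast at OD600=0.02 in galactose medium, after raffinose pregrowth to mid-log, were incubated with compound for 24 hr at 30 deg C.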
# FUS yeast rescue: suppressors of FUS proteinopathy in yeast. S. cerevisiae FUS-expressing, growth rescue, OD600, 24 h. Potency, µM (top dose mostly 76.6 µM), without a hit: at the top dose growth rescue (activation), most hits filed as activators. hit rate 0.24% among 390,000. AID 1347120;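 further: potency means the concentration at half of the fitted maximal effect; plate controls were DMSO vehicle for no effect and reference control for full effect; nearly all actives have a fitted effect of over 55% in size; some results filed as inactive show a strong effect at the top dose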
#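 Cultures pregrown in 2.5% raffinose medium are shifted to minimal medium containing 2% galactose to express toxic FUS. Compounds are tested at several concentrations. After 24hr at 30C, growth is quantified at 600 nm absorbance.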
# Abeta yeast res: restores growth of yeast expressing A-beta42 peptide; yeast expressing A-beta42, growth rescue, OD600, 48 h; response scale: 0% DMSO, 100% iron-clioquinol control; Potency, µM (titrated, usually from 46.1 µM), inactives show top-dose growth rescue, usual class: activators; hit rate 0.063% among 410,000; further: potency means the concentration at half of the fitted maximal effect; nearly all actives have a fitted effect of over 55% in size
#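 Yeast A-beta toxicity model in growth medium with pinned compounds, 48 h at 30 C; growth read as absorbance at 600 nm. Normalized to FeCl3/clioquinol equimolar mix (positive) and DMSO (negative).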
# Starred values were filed as active, the others as inactive; i = inactive; u = inconclusive; x = no result given; & = joins results of further samples; [ ] = remark or other dose. Unless noted, the call rests on the fitted dose curve; in most records, active means well fitted curve in the direction sought with a large enough effect; inconclusive means small, poorly fitted or top-dose-only effect, or another doubt; inactive means no such curve, though single readings can be large; an effect the other way counts as inactive or inconclusive. Some of the compounds tested. The share of hits here may be higher or lower than overall.
structure	pAkt inh	GLP1R ag	D3 antag	aSyn rescue	GLP1R inv ag	PTHR1 agonist	TDP-43 yeast inh	FUS yeast rescue	Abeta yeast res
CCCCOc1ccc(C(=O)Nc2cccc(C)n2)cc1	i	0%	16	-26%	-2%	-20%	2.8µM*	x	-56%[inhibitor]
CSCCC(NC(=O)c1ccco1)C(=O)N1CCCC(C(F)(F)F)C1 (stereo unspecified)	i	-7%	-4	-6%	u	i	-4%	-18%	-4%
CCc1cc(=O)oc2cc(C)cc(OC(C)C(=O)NC3CC(C)(C)NC(C)(C)C3)c12 (stereo unspecified)	x	-3%	-11	-2%	u	-14%	6%	-5%	-17%
Cc1ccc(NC(=O)CSc2nc(C)c(Cc3ccccc3)c(=O)[nH]2)cc1	i	2%&6%	11	1%&0%	-2%[7.66 µM]	-24%&-12%	13%[9.22 µM]	28%&-12%	7%&-9%
CCCC1=C(C(=O)OCC)C(c2cc(Cl)cc(OC)c2OCc2ccccc2)NC(=O)N1 (stereo unspecified)	i	-1%	-11	-1%	-19%	-11%	-10%	-20%	17%
Cc1cccc(/C=N/Nc2ccc3ccccc3n2)c1	i	-6%	-9	-19%	10µM*	-49%	-7%	-30%	1%
CC(CCC(=O)NN)C1CCC2C3CCC4CC(O)CCC4(C)C3CCC12C (stereo unspecified)	i	-2%	16	-2%	-1%	i	16%	x	-4%
COc1ccc(/C=C2\SC(N3CCCCC3)=NC2=O)cc1OC	i	u	-13	1%	265%[activator]	i	-3%	26%	-2%
CCOC(=O)c1ccc[n+](CC(=O)c2ccc(NC(=O)c3ccccc3)cc2)c1	i	-2%	6	-5%	15%	-23%	-5%	22%	u
O=[N+]([O-])c1ccc2cn[nH]c2c1	i	-6%	0	4%	-1%	i	u	-45%	-9%
COc1cc(OC)c(C2C(C(=O)O)c3ccccc3C(=O)N2C)cc1OC (stereo unspecified)	i	-3%	2	5%	-3%	i	9%	5%	15%
CCOc1ccccc1NC(=O)CSC1=NN2CCCC(=O)N=C2S1	i	23%	4	7%	-2%	-3%	4%	17%	3%

# An excerpt from above, showing only aSyn rescue.
structure	aSyn rescue
CCc1cc(=O)oc2cc(C)cc(OC(C)C(=O)NC3CC(C)(C)NC(C)(C)C3)c12 (stereo unspecified)	-2%
Cc1ccc(NC(=O)CSc2nc(C)c(Cc3ccccc3)c(=O)[nH]2)cc1	1%&0%
CCCC1=C(C(=O)OCC)C(c2cc(Cl)cc(OC)c2OCc2ccccc2)NC(=O)N1 (stereo unspecified)	-1%
CSCCC(NC(=O)c1ccco1)C(=O)N1CCCC(C(F)(F)F)C1 (stereo unspecified)	-6%
Cc1cccc(/C=N/Nc2ccc3ccccc3n2)c1	-19%
CCCCOc1ccc(C(=O)Nc2cccc(C)n2)cc1	-26%

# Other results
structure	pAkt inh	GLP1R ag	D3 antag	aSyn rescue	GLP1R inv ag	PTHR1 agonist	TDP-43 yeast inh	FUS yeast rescue	Abeta yeast res
CC(C)c1onc(C(=O)NCc2ccc(Cl)cc2)c1[N+](=O)[O-]	i	0%	-5	-1%	-25%	i	u	-3%	5%
CCCCCN(C(=O)CCC(=O)OCCOc1ccc(OC)cc1)c1c(N)n(CCCC)c(=O)[nH]c1=O	i	9%	-18	-5%	5%	-20%	-6%	u	-1%
CCOc1ccc(S(=O)(=O)N2CCN(Cc3ccc4c(c3)OCO4)CC2)cc1C	i	16%	3	2%	u	-23%	-19%	-9%	-10%
COC(=O)[C@H](Cc1ccccc1)NC(=O)N1CCC(C)CC1	i	1%	-16	-1%	1%	u	-12%	11%	u
COc1cccc(NC(=O)Nc2ccc3nsnc3c2)c1	i	-5%	-11	-33%[inhibitor]	u	-34%[inhibitor]	4%	-9%	-3%
Brc1ccccc1OCCCCn1cnc2ccccc21	i	18%	-9	3%	u	-32%	2%	15%	19%
O=c1cnc(-c2ccc(Cl)cc2)cn1O	i	-7%	12	-5%	-13%	i	-12%	2%	-56%[inhibitor]
CCOC(=O)c1c(NC(=O)C(C)Sc2c[nH]c3ccccc23)sc2c1CCC2 (stereo unspecified)	i	1%	6	u	u	-21%	13%	u	6%
O=C(CSc1nnc(CNC(=O)c2c(F)cccc2F)o1)NCc1ccccc1	i	-10%	9	10%	-1%	i	5%	x	0%
Cc1cc(C)cc(N(CCC#N)C(=O)COC(=O)c2ccccc2SCC(=O)N2CCCC2)c1	i	0%	-3	8%	-3%	i	26%	x	6%
O=C(CN1CCN(Cc2ccccc2)CC1)N/N=C\C=C/c1ccco1	i	4%	22	-1%	0%	7%	-2%	x	-12%
CC1CC(C)CN(CCCNC(=O)COc2cc(=O)n(C)c3ccccc23)C1 (stereo unspecified)	i	7%	-15	-15%	1%	-12%[57.5 µM]	-10%	15%	-1%
CCCCCNC(=O)c1ccc2c(=O)n(CC3CCCO3)c(=S)[nH]c2c1 (stereo unspecified)	i	1%	-7	-4%	-13%	-15%	2%[9.22 µM]	-10%	6%
CCCC1=Nc2cc(C(=O)N3CCC(C(=O)OCC)CC3)ccc2Sc2ccccc21	i	8%&-3%	-8	3%	u	-24%&-31%	u	u	12%&-2%
O=C(COC(=O)CN1C(=O)c2ccccc2C1=O)Nc1ccccc1	i	14%	0	-1%	8%	i	-11%	x	-43%[inhibitor]
O=C(Nc1cccc(S(=O)(=O)N2CCCCCC2)c1)C1CCN(C(=O)c2ccc(Cl)cc2)CC1	i	13%	2	-3%	8.9µM*	-26%	-11%	u	3%
CCOC(=O)/C=c1\s/c(=C\c2ccc(C(=O)OC)cc2)c(=O)n1CC(=O)Nc1ccccc1	i	-9%	5	-3%	18%	i	1%	8%	-3%
O=C(NC(=S)N1CCCCC1CO)C12CC3CC(CC(C3)C1)C2 (stereo unspecified)	i	2%	-19	-11%	-8%	i	27%	-4%	11%
C=CCn1c(=O)/c(=C\c2ccccn2)s/c1=C(/C#N)C(=O)NCC1CCCO1 (stereo unspecified)	i	2%	0	1%	10%	i	-19%	-2%	7%
COc1ccc(Cn2ccc3nc(C)c(C(=O)NCc4ccc(OC)cc4OC)cc3c2=O)cc1	x	x	x	x	4%	-55%[inhibitor]	5%	-11%	-12%
O=C1CCc2cc(S(=O)(=O)NC(Cc3ccccc3)C(=O)N3CCN(c4ccccn4)CC3)ccc2N1 (stereo unspecified)	i	0%	-23	-12%	16%	-13%	-24%	13%	-16%
O=C(NCCc1c[nH]c2ccccc12)/C(=C/c1cccnc1)NC(=O)c1ccccc1	i	6%	1	0%	11%	i	16%	-14%	-17%
COc1ccc(Cl)cc1NC(=O)CN(C)C(=O)c1cc2c(s1)CCCC2	i	3%	-8	1%	5µM*	-28%	u	u	5%
CCOC(=O)c1nn(-c2ccccc2)c(C#N)c1NC(=O)c1nn(CC)cc1Br	i	7%	8	12%	0%	-4%[57.5 µM]	-9%	29%	-4%

# Full records as entered above. Order of screens: pAkt inh	GLP1R ag	D3 antag	aSyn rescue	GLP1R inv ag	PTHR1 agonist	TDP-43 yeast inh	FUS yeast rescue	Abeta yeast res
# O=C(COC(=O)CN1C(=O)c2ccccc2C1=O)Nc1ccccc1 is entered as i	14%	0	-1%	8%	i	-11%	x	-43%[inhibitor]
# O=C(Nc1cccc(S(=O)(=O)N2CCCCCC2)c1)C1CCN(C(=O)c2ccc(Cl)cc2)CC1 is entered as i	13%	2	-3%	8.9µM*	-26%	-11%	u	3%
# O=C(NC(=S)N1CCCCC1CO)C12CC3CC(CC(C3)C1)C2 (stereo unspecified) is entered as i	2%	-19	-11%	-8%	i	27%	-4%	11%

# More records
structure	pAkt inh	GLP1R ag	D3 antag	aSyn rescue	GLP1R inv ag	PTHR1 agonist	TDP-43 yeast inh	FUS yeast rescue	Abeta yeast res
Clc1ccc(CSc2nc3ccncc3[nH]2)cc1	i	0%	-3	-22%	u	-28%	-1%	-23%	-28%
CN1CCN(Cc2ccc(Sc3ccc(Cl)cc3)c([N+](=O)[O-])c2)CC1	i	3%	-55*	-1%	-65%	-32%[inhibitor]	-9%	-4%	-19%
COc1cc(CNC(=O)c2ccc(Cn3nc(C)c(Cl)c3C)o2)cc(OC)c1	i	5%	10	0%	13%	-34%[inhibitor]	-16%	23%	13%
COc1ccc(NC(=S)N2CCc3ccccc3C2)cc1	i	0%	-11	0%	1%	i	0%	x	0%
CCN(C1CCCCC1)S(=O)(=O)c1ccc(S(=O)(=O)NCc2ccncc2)cc1	i	-1%	30	0%	-8%	-35%[inhibitor]	-18%	16%	24%
COCCN(C(=O)C1=COCCO1)c1c(N)n(Cc2ccccc2)c(=O)[nH]c1=O	i	-4%	-2	1%	-1%	i	-5%	3%	2%
CSCCCNC(=O)c1ccccc1OC1CCN(S(C)(=O)=O)CC1	i	6%	10	3%	12%	-9%	-3%	2%	-4%
O=C(Cn1cnc2c(nnn2-c2cccc(Cl)c2)c1=O)NCc1ccccc1	i	-4%	-8	-5%	13%	i	20%	-15%	-7%
CN(C)CCCN(C(=O)/C=C/c1cccs1)c1nc2c(F)cccc2s1	i	-1%	u	2%	-54%	i	-31%	-2%	-7%
Cc1cccc(N(Cc2cc3ccc(C)cc3[nH]c2=O)C(=O)c2ccco2)c1	i	7%	-24	-4%	u	i	-5%	-3%	-3%
COC(=O)c1c(N)[nH]c(C(=O)c2ccccc2)c1-c1ccccc1Br	i	31%	0	-8%	-2%	-19%	27%	-9%	1%
COC(=O)c1oc2ccc(Br)cc2c1NC(C)=O	i	2%	-12	-4%	17%	-1%	13%	-2%	2%
